From PubChem
Scp-1 inhibitor = Scp-1 (human) phosphatase inhibition; 340,000 tested, 0.88% active; Recombinant Scp1, phosphopeptide, malachite green phosphate absorbance; inhibition, % at 20 µM; AID 493091; Q9GZU7;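 active = inhibition above about 50% at 20 µM, limit read from the data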;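 also: plate controls were DMSO wells with enzyme for no effect and wells lacking enzyme for full effect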
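Test system: SCP-1 phosphatase catalytic domain, residues 76-261; measured by: colorimetric phosphate reagent with accelerator and stabiliser, absorbance at 630 nm; timing: enzyme reaction 45 min at room temperature, colour 5 min, stabilisation 30 min; also added: Phosphorylated 17-residue peptide substrate; compound dosing: one concentration, 20 µM, with 1.0% DMSO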
SUMO1-SIM PPI = modulators of human SUMO1-mediated protein-protein interactions. P63165. SUMO1 binding to a labelled peptide, TR-FRET, 1 h. inhibition, % at 20 µM. 360,000 tested, 0.33% active; in the data active = inhibition above about 37%
CSN inh = blocks human CSN-mediated cullin deneddylation | 360,000 tested, 0.38% active | inhibition, % at 12.5 µM | Purified CSN, SCF-Nedd8-OG deneddylation, fluorescence polarization | Q92905 | AID 651999;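 active = pattern-corrected inhibition above about 35%, with an unprinted fluorescence ratio check between 0.5 and 1.5, limit read from the data, passing the limit was not always enough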;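 also: 0% = enzyme with substrate and 100% = substrate without enzyme; some results filed as inactive read as strong as hits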
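Material: human Csn5 produced in HEK293T cells; Input: enzyme 0.24 nM; Reagent: SCFSkp2-Nedd8OG substrate at 10 nM final; Dosing: 12.5 µM compound; Incubation: 90 min reaction at room temperature; Detection: fluorescence polarization of the substrate; Evaluation: % inhibition of substrate cleavage by Csn5; Control set: substrate-only high control, full reaction low control.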
MsrA inh = inhibitors of bovine MsrA. purified bovine MsrA, absorbance read-out. inhibition, % at 15.5 µM. 360,000 tested, 0.75% active. AID 651718; in the data active = inhibition above about 4.5%;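 also: 0% = vehicle wells with enzyme and 100% = reference inhibitor wells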
STEP block = blocks human striatal-enriched tyrosine phosphatase | AID 588621 | inhibition, % at 20 µM | recombinant STEP, OMFP fluorogenic substrate, fluorescence | P54829 | 360,000 tested, 0.25% active;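 active = inhibition at 20 µM, scaled per plate between control wells, above about 37%, limit read from the data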;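 also: 0% = DMSO with enzyme and substrate and 100% = substrate only without enzyme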
Target sequence (P54829 whole entry, looked up): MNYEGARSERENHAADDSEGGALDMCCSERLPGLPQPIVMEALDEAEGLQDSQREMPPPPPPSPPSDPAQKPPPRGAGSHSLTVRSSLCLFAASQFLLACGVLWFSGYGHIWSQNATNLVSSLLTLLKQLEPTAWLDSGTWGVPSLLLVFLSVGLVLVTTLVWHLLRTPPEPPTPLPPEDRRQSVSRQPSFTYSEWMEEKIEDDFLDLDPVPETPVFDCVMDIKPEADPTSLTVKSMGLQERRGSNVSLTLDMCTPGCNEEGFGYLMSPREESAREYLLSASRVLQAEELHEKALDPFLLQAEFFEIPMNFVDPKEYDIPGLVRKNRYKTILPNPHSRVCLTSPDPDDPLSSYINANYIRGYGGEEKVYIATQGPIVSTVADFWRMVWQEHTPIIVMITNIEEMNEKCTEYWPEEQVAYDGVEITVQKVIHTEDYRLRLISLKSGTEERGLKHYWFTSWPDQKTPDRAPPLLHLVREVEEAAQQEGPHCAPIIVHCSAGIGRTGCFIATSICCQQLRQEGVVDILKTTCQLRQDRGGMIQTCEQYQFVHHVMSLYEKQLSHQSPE
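System: STEP phosphatase, cell-free reaction; Buffer or medium: Bis-Tris pH 6.0 buffer with DTT, detergent; Incubation: 20 min at room temperature, dark; Measured by: fluorescence, 480/540 nm.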
DNMT1 block = inhibitors of human DNMT1; P26358; DNMT1 molecular beacon, Hinp1I cleavage, fluorescence; inhibition (reported as % activation of signal), % at 10 µM; 360,000 tested, 0.83% active; AID 588458; in the data active = inhibition above about 50%
LMPTP block = blocks human LMPTP phosphatase; P24666; recombinant LMPTP-A, OMFP fluorogenic substrate, fluorescence intensity; inhibition, % at 20 µM; 360,000 tested, 0.22% active;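 active = compounds that cut the enzyme signal by at least half of the control window in the single-dose screen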;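 also: plate controls were DMSO wells with enzyme plus substrate for no effect and substrate without enzyme for full effect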
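test system = LMPTP-A | amount = 0.625 nM LMPTP-A final | reagent = fluorogenic phosphatase substrate OMFP at 400 µM final | incubation = 50 min at room temperature | benchmarks = no-enzyme low control, uninhibited high control | medium = Bis-Tris pH 6.0, DTT, detergent | signal = fluorescence intensity of OMFP turnover product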
NadD block = NadD (S. aureus) enzyme inhibition; purified NadD enzyme, colorimetric absorbance read-out; inhibition, % at 20 µM; 360,000 tested, 0.78% active; AID 602399; in the data active = inhibition above about 26%; also: some compounds past the cut are filed as inactive
TbMetRS inhib = blocks T. brucei methionyl-tRNA synthetase activity; purified T. brucei MetRS, ATP depletion, Kinase-Glo luminescence; inhibition, % at 11.9 µM; 360,000 tested, 0.4% active; AID 624268;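 active = inhibition above a per-plate cutoff of the control wells' mean inhibition plus 3 SD, cut at about 5.5% in these data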;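 also: 0% = DMSO wells median and 100% = median of wells with control inhibitor compound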
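Dosing: 11.9 µM single point; system: parasite MetRS enzyme; technique: luminescence of leftover ATP; times: 15 min enzyme-compound preincubation, 2 h reaction, 10 min detection, 25 °C; replicates: each compound tested once; read-out basis: percent inhibition relative to median high and low control wells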
Rpn11 inh = blocks the human proteasome subunit Rpn11; O00487; human 26S proteasome, Ub4-pepOG fluorescence polarization; 20S core pre-blocked with epoxomicin; calls only at 20 µM; 360,000 tested, 0.59% active;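 active = inhibition at 20 µM, scaled to each plate's controls, above about 33%, limit read from the data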
Target sequence (O00487 whole entry, looked up): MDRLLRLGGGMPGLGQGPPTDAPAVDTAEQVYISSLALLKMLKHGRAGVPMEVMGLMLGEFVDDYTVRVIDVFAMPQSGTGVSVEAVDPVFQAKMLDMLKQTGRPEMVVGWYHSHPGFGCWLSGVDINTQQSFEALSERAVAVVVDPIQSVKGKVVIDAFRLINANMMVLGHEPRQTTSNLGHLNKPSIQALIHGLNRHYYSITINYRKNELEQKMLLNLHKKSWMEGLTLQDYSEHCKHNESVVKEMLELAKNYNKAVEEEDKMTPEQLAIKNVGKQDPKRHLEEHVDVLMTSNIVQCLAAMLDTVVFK
Numbers without * were called inactive; i = inactive; . = not tested or not shown.

SMILES	Scp-1 inhibitor	SUMO1-SIM PPI	CSN inh	MsrA inh	STEP block	DNMT1 block	LMPTP block	NadD block	TbMetRS inhib	Rpn11 inh
COC(=O)C1=C(C(=O)OC)C(c2ccccc2O)c2sc(=O)[nH]c2S1 (centres undefined)	-2	-17	1	3.8	-3	5	-0.2	0	-0.8	i
Cc1ccc(C(=O)OCC(=O)NCc2cccs2)cc1C	-3	-1	-5	0.3	1	2	-0.5	-2	0.0	i
COc1ccccc1CNCc1ccc(C)cc1	-6	1	0	0.4	1	-4	-2.1	-3	1.5	i
Cc1ccc(/C=C/C(=O)Nc2ccc(S(=O)(=O)Nc3onc(C)c3C)cc2)cc1	1	-8	-5	3.6	0	3	-2.0	2	-0.4	i
CCOc1cc(C(=O)OCC(=O)c2c(C)[nH]c3ccccc23)ccc1OCC(=O)N1CCOCC1	-9	39*	-6	-0.4	2	-1	-0.6	-9	0.7	i
COc1ccccc1NS(=O)(=O)c1ccc(C(=O)N2CCN(c3ccccc3O)CC2)cc1	-8	-5	-1	0.8	-1	-10	-7.0	5	-0.3	i
COc1ccccc1NS(=O)(=O)c1cc([N+](=O)[O-])ccc1N/N=C/c1sc(N2CCOCC2)nc1-c1ccccc1	6	-35	53*	11*	-9	-4	7.8	37*	0.2	.
Nc1nc(Sc2ccc(C(F)(F)F)cn2)n[nH]1	-4	2	6	0.2	0	0	0.6	0	-0.1	i
O=C(O)C1CCCCC1C(=O)NCCc1ccccc1 (centres undefined)	3	18	-2	-0.2	-1	14	-0.8	-2	-1.2	i
Cc1cc(NC(=O)C(=O)NCc2cccc(Cl)c2)no1	-4	2	-4	0.6	-1	-1	2.0	1	-1.1	i
CC(=O)N1CCN(C(=O)CNc2cc(C(F)(F)F)ccc2OCC(F)(F)F)CC1	1	-1	4	-1.4	0	-2	-0.1	2	0.1	i
COc1cccc(C(=O)Nc2c[nH]c(=O)[nH]c2=O)c1	-12	-1	-4	0.1	-3	1	-0.4	0	0.0	i
CN(Cc1ccccc1)C(=O)COc1ccc(Br)cc1Cl	-14	2	-4	-0.6	2	1	0.2	-4	0.3	i
CC(/C=N/NC(=O)Cn1cnc2ccccc21)=C\c1ccccc1	1	-12	0	-0.6	2	-3	0.2	-2	0.2	i
O=C(CCc1nnc2ccc(N3CCCC3)nn12)Nc1ccc(F)cc1F	-2	-7	-2	0.0	0	3	-0.3	-1	0.2	i
O=C(/C=C/c1cccs1)Nc1ccc([N+](=O)[O-])cc1	-4	-19	-20	2.1	0	-7	-0.8	-5	-0.3	i
COc1ccc(/C=N/NC(=O)c2ccc3nc[nH]c3c2)cc1	8	-10	0	2.6	2	-2	-0.5	-1	-0.2	i
COC(=O)C[C@@H]1CC[C@@H](NS(=O)(=O)c2ccc(F)cc2)[C@@H](CO)O1	.	1	-3	1.7	.	.	-1.8	.	-0.7	.
O=C1NC(=S)S/C1=C\c1cc(Cl)ccc1Cl	-8	12	9	1.9	-1	4	2.4	6	0.0	i
COc1ccc(-c2ccc(C(=O)Nc3ccccc3)c3occc23)c(C)c1	.	1	2	2.2	3	-13	5.8	-1	-0.3	i
CCOc1ccc(/C=N/Nc2nc(=O)[nH]nc2C)cc1OC	-11	-17	-1	3.1	-2	0	-3.2	0	-1.7	i
Cc1nnc2ccc(Oc3ccc(-c4ccccc4)cc3)nn12	-4	-8	0	0.2	3	-1	-1.0	14	-0.8	i
N#Cc1cccc(NC(=O)COc2ccc(-n3ccnc3)cc2)c1	-5	-4	1	1.7	-6	5	1.1	-4	0.5	i
C/C(=N\Nc1ncc(Cl)cc1Cl)c1ccc(OC(F)F)cc1	-13	-7	-2	1.1	1	2	-1.1	-1	0.0	i
Cc1onc(-c2ccccc2)c1C(=O)Nc1ccnn1C1CCCCC1	-1	0	2	1.0	-1	2	-0.1	-1	-0.2	i
CC(C)(C)c1ccc(Cn2nnc3c(=O)[nH]c(C4CCN(C(=O)c5ccco5)CC4)nc32)cc1	0	6	-3	-1.4	-2	-3	0.1	5	0.2	i
CCc1nc(N2CCOCC2)c(C#N)c2c1CCCC2	-3	-1	2	1.3	2	4	0.8	4	-1.6	i
CN=Cc1cc(-c2ccccc2)sc1O	-7	-27	3	1.2	-1	-5	-0.7	-3	0.6	i
CN1CCC(OC(=O)COc2ccc(F)cc2)CC1	-7	-3	-8	2.1	-2	-1	-0.2	-7	0.2	i
CC(=O)c1c(C)nc(-c2ccccc2)nc1NC(=O)Cc1ccccc1	9	-1	-1	0.8	0	3	-0.1	-2	-1.6	i
Cc1onc(-c2ccccc2)c1C(=O)NCc1ccc(Cl)cc1	-10	2	-1	-1.0	1	-1	1.7	-2	-0.8	i
Cc1ccc(-c2nc(Nc3ccc(O)cc3)c3ccccc3n2)cc1	1	5	-2	0.4	-2	-6	34	9	0.6	i
O=C1CCN(Cc2ccc(Cl)cc2)N1	2	2	1	1.2	0	3	-0.9	-5	-0.3	i
O=C(NCc1cccnc1)c1csc2c1CCCC2	-8	0	-2	0.6	-5	9	-1.1	-5	-0.1	i
Cc1ccc(-c2csc(NC(=O)C3CCN(S(=O)(=O)c4cccs4)CC3)n2)cc1	-5	0	-5	-0.3	1	-1	1.9	-2	0.3	i
CCOC(=O)C1CCCN(Cc2ccc(-c3ccccc3)cc2)C1 (centres undefined)	5	4	-1	-1.0	1	6	-3.1	-7	-0.4	i
CCN1C(=NCc2cc(OC)c(OC)c(OC)c2)N[C@@H](c2ccccc2)C(C(=O)OC)=C1C	54*	3	-2	.	0	5	0.1	6	-0.2	i
O=C(Nc1cccc(C(F)(F)F)c1)C1CC(=O)N(Cc2ccco2)C1 (centres undefined)	.	-2	-1	-1.6	1	8	-1.5	1	0.0	i
O=C(NCc1ccco1)C1CC(c2ccc(C(F)(F)F)cc2)=NO1 (centres undefined)	-6	12	-1	-0.6	1	21	0.4	-5	-0.3	i
CCOc1ccc(C(=O)OC(C)CN2CCN(C)CC2)cc1 (centres undefined)	-6	-4	1	0.1	-2	-1	-1.9	-6	-0.7	i

Sorted by the number under CSN inh (high to low): some entries from above
SMILES	Scp-1 inhibitor	SUMO1-SIM PPI	CSN inh	MsrA inh	STEP block	DNMT1 block	LMPTP block	NadD block	TbMetRS inhib	Rpn11 inh
CN=Cc1cc(-c2ccccc2)sc1O	-7	-27	3	1.2	-1	-5	-0.7	-3	0.6	i
CCc1nc(N2CCOCC2)c(C#N)c2c1CCCC2	-3	-1	2	1.3	2	4	0.8	4	-1.6	i
O=C1CCN(Cc2ccc(Cl)cc2)N1	2	2	1	1.2	0	3	-0.9	-5	-0.3	i
CCOC(=O)C1CCCN(Cc2ccc(-c3ccccc3)cc2)C1 (centres undefined)	5	4	-1	-1.0	1	6	-3.1	-7	-0.4	i
CCN1C(=NCc2cc(OC)c(OC)c(OC)c2)N[C@@H](c2ccccc2)C(C(=O)OC)=C1C	54*	3	-2	.	0	5	0.1	6	-0.2	i
CC(C)(C)c1ccc(Cn2nnc3c(=O)[nH]c(C4CCN(C(=O)c5ccco5)CC4)nc32)cc1	0	6	-3	-1.4	-2	-3	0.1	5	0.2	i
CN1CCC(OC(=O)COc2ccc(F)cc2)CC1	-7	-3	-8	2.1	-2	-1	-0.2	-7	0.2	i

3 entries from above, sorted by length of the SMILES, rising:
SMILES	Scp-1 inhibitor	SUMO1-SIM PPI	CSN inh	MsrA inh	STEP block	DNMT1 block	LMPTP block	NadD block	TbMetRS inhib	Rpn11 inh
CN=Cc1cc(-c2ccccc2)sc1O	-7	-27	3	1.2	-1	-5	-0.7	-3	0.6	i
O=C(NCc1cccnc1)c1csc2c1CCCC2	-8	0	-2	0.6	-5	9	-1.1	-5	-0.1	i
C/C(=N\Nc1ncc(Cl)cc1Cl)c1ccc(OC(F)F)cc1	-13	-7	-2	1.1	1	2	-1.1	-1	0.0	i

New compounds follow.
SMILES	Scp-1 inhibitor	SUMO1-SIM PPI	CSN inh	MsrA inh	STEP block	DNMT1 block	LMPTP block	NadD block	TbMetRS inhib	Rpn11 inh
O=C(CCc1nc2cccnc2n1Cc1ccccc1)NCCc1ccc(Cl)cc1	-10	-2	5	0.6	3	-6	-0.2	-5	0.0	i
CSc1cccc(NC(=S)N(Cc2ccc(C)cc2)Cc2cccnc2)c1	-1	1	-2	-0.6	6	1	3.1	4	0.1	i
O=C(C/C=N/OCc1ccc(Cl)cc1Cl)c1ccccc1	-2	-4	-1	-0.1	-4	3	0.9	-5	-1.4	i
CCn1c(SCC(N)=O)nnc1-c1ccc(OC)c(OC)c1	-4	0	2	0.6	-1	0	-0.9	9	-0.7	i
